hcDAF12 agonist = activates DAF-12 receptor from parasite H. contortus | HEK293 hcDAF-12 lit1-tk-luc reporter, luminescence; 0% DMSO, 100% Δ7-dafachronic acid | hit rate 1.4% among 370,000 | activation, % at 6.8 µM;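 active = activation above the mean of all tested compounds plus 3 SD, cut at about 5.5% in these data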;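 also: 100% = response to 3 µM Δ7-dafachronic acid high control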
SMARCA2 act = SMARCA2 function activation, primary screen; MG213 cells, MMTV-luciferase reporter, dexamethasone, overnight; hit rate 1% among 370,000; activation, % at 9.1 µM; in the data active = activation above about 7.8%;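 also: 0% = vehicle wells and 100% = reference activator wells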
ssDAF-12 act = activators of S. stercoralis DAF-12 nuclear receptor. AID 652126. activation, % at 6.8 µM. hit rate 1% among 370,000. HEK293 ssDAF-12/GRIP1 lit1-tk-luc reporter, luminescence; % of 3 µM dafachronic acid response;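 active = activation above the mean over all tested compounds plus 3 SD, cut at about 0.9% in these data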;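 also: 0% = DMSO-only wells and 100% = 3 µM delta7-dafachronic acid wells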
FXN GAA850 act = increases GAA850 frataxin promoter reporter activity; hit rate 0.56% among 360,000; activation, % at 6 µM; AID 540364; HEK293 lucGAA850 FXN promoter luciferase reporter, 24 h; percent of 10 µM SAHA response;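 active = activation above the average of all compounds screened plus 3 SD, cutoff fixed separately per campaign, cut at about 7.5% in these data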;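 also: 0% = DMSO wells and 100% = 10 µM SAHA wells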
ADAM10 inh = inhibitors of human ADAM10. hit rate 0.62% among 370,000. O14672. recombinant ADAM10, EDANS/DABCYL FRET peptide cleavage, 3 h. AID 720582. inhibition, % at 7 µM;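 active = inhibition above a per-campaign cutoff equal to the mean of compounds falling between control-based bounds plus 3 SD, cut at about 20% in these data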;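 also: 0% = DMSO wells while the 100% control is not disclosed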
GC-A act = GC-A (human) enzyme activation; P16066; HEK293 GC-A cells, cGMP TR-FRET, EC30 ANP; 0% at EC30 ANP, 100% saturating ANP; hit rate 0.14% among 370,000; AID 1671463; activation, % at 10 µM; in the data active = activation above about 40%
DAX1 inh-1 = inhibitors of human orphan nuclear receptor DAX1 (NR0B1) | HEK293 Gal4-DAX1 luciferase reporter, luminescence | hit rate 0.99% among 340,000 | P51843 | inhibition, % at 6.75 µM | AID 504766;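 active = inhibition above the mean over all tested compounds plus 3 SD, cut at about 4.2% in these data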;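 also: 0% = DAX1-transfected cells with DMSO and 100% = empty-vector control cells with DMSO; inhibition shows as a rise in luminescence from relieved DAX1 repression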
NPR2 activator = GC-B (human) receptor activation; activation, % at 10 µM; hit rate 0.11% among 370,000; P20594; AID 1920062; HEK293-GC-B cells, CNP EC30, cGMP TR-FRET; 0% at EC30 CNP, 100% saturating CNP;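 active = activation at 10 µM reaching about 35% in either raw or pattern-adjusted values, limit read from the data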
Target sequence (P20594 whole entry, looked up): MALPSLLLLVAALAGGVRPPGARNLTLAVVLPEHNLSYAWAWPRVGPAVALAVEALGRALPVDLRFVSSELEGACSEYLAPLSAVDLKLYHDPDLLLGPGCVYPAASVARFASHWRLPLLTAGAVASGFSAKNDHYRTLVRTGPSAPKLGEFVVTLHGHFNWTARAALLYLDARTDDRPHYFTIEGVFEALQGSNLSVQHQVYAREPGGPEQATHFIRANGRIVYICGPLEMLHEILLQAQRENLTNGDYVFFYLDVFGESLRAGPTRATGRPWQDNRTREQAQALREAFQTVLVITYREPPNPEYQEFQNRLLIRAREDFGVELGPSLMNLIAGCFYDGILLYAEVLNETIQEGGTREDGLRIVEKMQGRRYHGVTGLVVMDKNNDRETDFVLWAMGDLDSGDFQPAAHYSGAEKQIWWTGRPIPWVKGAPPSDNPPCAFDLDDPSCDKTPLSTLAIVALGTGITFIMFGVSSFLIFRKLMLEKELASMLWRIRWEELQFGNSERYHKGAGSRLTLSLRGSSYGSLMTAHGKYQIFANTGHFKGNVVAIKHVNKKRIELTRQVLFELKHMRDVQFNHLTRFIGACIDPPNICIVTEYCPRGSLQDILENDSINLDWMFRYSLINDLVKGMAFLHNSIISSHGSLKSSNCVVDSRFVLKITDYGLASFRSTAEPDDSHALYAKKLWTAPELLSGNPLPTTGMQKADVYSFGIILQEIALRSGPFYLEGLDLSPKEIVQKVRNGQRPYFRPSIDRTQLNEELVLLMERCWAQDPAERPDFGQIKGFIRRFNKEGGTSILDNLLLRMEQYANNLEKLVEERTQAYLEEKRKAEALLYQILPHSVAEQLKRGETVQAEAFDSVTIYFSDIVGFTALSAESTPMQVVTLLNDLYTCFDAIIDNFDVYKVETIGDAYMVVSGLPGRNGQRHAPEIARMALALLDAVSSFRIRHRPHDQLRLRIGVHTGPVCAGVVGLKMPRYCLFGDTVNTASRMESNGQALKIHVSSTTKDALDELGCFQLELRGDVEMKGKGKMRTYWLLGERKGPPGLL
DAX1 inh-2 = DAX1 (NR0B1) inhibition, primary screen; hit rate 1.1% among 370,000; AID 652010; HEK293T StAR-luciferase reporter, SF-1/DAX-1 repression relief; inhibition, % at 6.8 µM;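 active = inhibition above the mean over all tested compounds plus 3 SD, cut at about 3.6% in these data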;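 also: 0% = DAX-1 cells with DMSO and 100% = cells lacking DAX-1 with DMSO; higher inhibition means more luminescence from relief of DAX-1 repression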
hgDAF12 agonist = agonists of H. glycines DAF-12 nuclear receptor | HEK293 GAL4-hgDAF12 UAS-luciferase reporter, agonist luminescence; normalized to butyrate control | activation, % at 6.8 µM | hit rate 1.8% among 370,000 | AID 687014;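 active = activation above a cutoff set at the mean of all screened compounds plus 3 SD, cut at about 10% in these data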;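 also: 0% = DMSO wells and 100% = sodium butyrate wells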
sPLA2-III inh = Blocks human group III sPLA2 activity | Q9NZ20 | hit rate 0.56% among 370,000 | QFRET BODIPY PC-A2 liposome hydrolysis, fluorescence | inhibition, % at 12.2 µM;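 active = inhibition above mean plus 3 SD of compounds lying within the high and low control bounds, cut at about 19% in these data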;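 also: 0% = median of test compound wells and 100% = no enzyme DMSO wells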
* hit, by the source's call; i = inactive; . = no result given. Random draw from the library, and some 6.6% of all compounds hit somewhere here.

SMILES	hcDAF12 agonist	SMARCA2 act	ssDAF-12 act	FXN GAA850 act	ADAM10 inh	GC-A act	DAX1 inh-1	NPR2 activator	DAX1 inh-2	hgDAF12 agonist	sPLA2-III inh
O=C(CCCC1=NS(=O)(=O)c2ccccc2N1)N1CCN(c2ccccc2)CC1	-0.9	-2	-0.2	-1.3	-6	0	0.2	0	-1.1	-0.7	-3
CCCC(O)(c1ccc(OC)cc1)C(CN1CCOCC1)c1ccc(Cl)cc1 (stereo not given)	-1.4	-3	-1.1	-3.9	16	-53	1.1	-15	0.1	-0.4	-8
Cc1ccc(/C(N)=N/OC(=O)Cc2cccs2)cc1	0.0	5	-1.0	1.9	-3	-4	3.6	2	1.6	5.7	1
COc1ccc(/C=C/c2ccccc2)cc1[C@H]1[C@@H]2C=CCC[C@@]2(C)C(=O)N1Cc1ccccc1	-1.1	3	-1.1	2.1	-13	-5	3.0	-8	-0.3	0.9	-3
O=C(COc1ccc(S(=O)(=O)NC2CCCCC2)cc1Cl)N1CCN(c2ccccc2)CC1	-1.1	-2	-2.0	-3.9	9	0	0.8	-5	-1.4	-0.7	-15
CC(C)CNC(=O)C1(C)CCCN1C(=O)c1ccc2c(c1)CCO2 (stereo not given)	-0.6	-9	-1.5	2.2	-10	1	.	2	0.2	-0.9	11
CCCCN(CC)S(=O)(=O)c1ccc2c(c1)CCCN2C(C)=O	-2.3	-3	-1.2	-1.0	1	1	0.5	2	-0.7	0.4	-2
COc1ccsc1C(=O)NCCN1CCOCC1	0.5	1	-1.2	-0.5	-13	-1	0.1	1	-0.8	-0.6	10
C#CCOCCOCCOCCNc1nc(N2CCOCC2)nc(N2CCN(C(=O)CCCCCCCCCCNC(=O)[C@H](CO)n3cc(CCCCCN)nn3)CC2)n1	0.1	1	-1.0	-0.9	1	1	-0.5	5	0.2	-0.9	-41
CC(C)[C@H](Nc1ccc(S(=O)(=O)N2CCOCC2)cc1[N+](=O)[O-])C(=O)OCC(N)=O	-2.0	6	-1.3	-0.2	5	0	2.1	1	-0.4	-0.2	-11
CCOC(=O)c1c(C)[nH]c(C)c1C(=O)COC(=O)c1ccc(S(=O)(=O)C(F)F)cc1	-0.4	2	-1.2	1.4	0	5	0.4	-3	-1.6	3.2	-21
O=C(Cn1cnc2ccccc2c1=O)NCC(=O)N1CCN(c2ccccn2)CC1	-2.2	0	-1.3	-0.7	-3	1	-0.3	-3	0.8	0.2	8
Cc1ccc(NC2CCCN(C(=O)C3CCCC3)C2)cc1C (stereo not given)	-1.6	0	-0.9	0.8	-6	-3	-0.2	-3	0.0	-0.1	10
COc1ccc(CNC(=O)c2cc(=O)c3cc(C)cc(C)c3o2)cc1	-2.2	-2	-1.1	3.4	-5	-4	0.3	2	0.3	-0.8	0
OCC[C@H]1C[C@@H](O)[C@H](O)[C@]2(Cc3ccccc3CO2)O1	0.0	-1	-1.0	0.5	0	2	0.5	6	-0.3	1.1	1
COc1ccc(/C=C/C(=O)OC(C)CN2CCOCC2)cc1 (stereo not given)	0.2	-3	-1.0	0.3	11	3	0.0	0	-0.2	2.5	-5
O=C(CN(C(=O)C1CSC(=O)C1)c1ccccc1F)NCc1ccc2c(c1)OCO2 (stereo not given)	-1.0	-1	-0.8	-4.0	-3	2	-0.8	2	-1.5	1.0	-1
O=C1C2(CCCC13COC(c1ccc(O)cc1)OC3)COC(c1ccc(O)cc1)OC2 (stereo not given)	-0.6	-4	-0.5	.	2	6	.	1	0.2	-0.3	-9
O=C(Nc1ccc(NC(=O)c2ccccn2)cc1)C(=O)Nc1ccc2c(c1)OCCO2	0.6	1	-0.5	0.6	0	3	-0.3	2	0.6	3.8	1
COc1cc(C(=O)N2CCNCC2)cc(OC)c1OC	-2.5	0	-0.3	0.6	0	-2	-0.3	-1	0.4	-3.2	-5
Cc1cccc(N2C(=O)CC(N3CCN(c4ccc(Cl)cc4)CC3)C2=O)c1 (stereo not given)	-0.7	-2	-1.0	-0.1	2	6	-1.0	-4	-0.5	-1.1	4
O=C(Nc1ccc2c(c1)OCCO2)c1cccc(C(=O)Nc2ccc3c(c2)OCCO3)c1	2.9	-1	-1.1	3.6	7	3	-0.9	-1	-0.3	1.3	13
CC(=O)c1ccc(N2CCN(C(=O)CCCn3c(=O)[nH]c4ccc(Br)cc4c3=O)CC2)cc1	-0.7	-2	-1.2	1.5	-3	-7	-0.6	-2	-0.6	0.2	-5
N#C/C(=C(/O)CN1CCN(c2ccccc2F)CC1)c1nc(-c2ccccc2)cs1	-1.4	0	-1.3	0.0	14	-6	-2.3	5	-1.0	-3.1	-24
CC(C)c1ccc2[nH]c3c(c2c1)CCCC3=O	0.1	-4	-2.0	2.0	-369	8	1.9	10	0.3	3.5	-9
SMILES	hcDAF12 agonist	SMARCA2 act	ssDAF-12 act	FXN GAA850 act	ADAM10 inh	GC-A act	DAX1 inh-1	NPR2 activator	DAX1 inh-2	hgDAF12 agonist	sPLA2-III inh
Cc1ccccc1-n1c(Cn2c(=O)sc3ccccc32)nnc1SCC(=O)N1CCOCC1	-1.6	-2	-1.3	0.7	-8	2	0.7	4	-0.2	0.5	0
Cc1cccc(NC(=O)c2ccc(OCc3c(C)noc3C)cc2)c1C	-3.6	-6	-1.1	-0.4	-4	-1	-0.6	-3	-0.7	1.8	0
CC(C)(C)C(=O)N1CCN(c2ccc(NC(=O)c3ccco3)cc2)CC1	-2.4	0	-0.5	0.9	-3	1	-0.7	5	-0.2	-0.3	6
CCc1ccc(NC(=O)COC(=O)C2(c3ccc(Cl)cc3)CCCC2)cc1	0.9	2	-0.9	-1.2	-3	0	-2.1	-5	-0.2	1.8	-6
Cc1cccc(C)c1N/C=C/c1onc(C)c1[N+](=O)[O-]	0.0	2	-1.1	4.0	3	8	-0.2	3	-0.1	-2.3	-2
CN(C)S(=O)(=O)c1ccc(C(=O)Nc2ccccc2[N+](=O)[O-])cc1	-4.0	4	-1.9	0.8	5	-2	-1.6	0	-0.5	-1.4	-1
Cc1ccccc1N1CCN(C2CCCN(C(=O)c3cc(C(C)C)[nH]n3)C2)CC1 (stereo not given)	0.7	1	-1.2	0.6	-11	-2	0.5	-4	-1.4	-4.9	0
CC(=O)c1ccc(NC(=O)C2CCC(C)NC2=O)cc1 (stereo not given)	-1.9	1	-0.6	0.5	1	2	0.2	4	1.1	0.6	2
Cc1ccnc(NC(=O)c2sc3ccccc3c2Cl)c1	8.7*	1	0.4	3.8	7	-3	0.6	-6	8.0*	16*	-8
NC(=O)C1CCCN(Cc2ccc(Cl)cc2)C1 (stereo not given)	0.6	8.3*	-1.3	1.2	5	-3	1.0	1	0.6	-0.2	9
Cc1cccc(C)c1NS(=O)(=O)c1ccc(NC(=O)c2ccc(Cl)c([N+](=O)[O-])c2)cc1	-1.4	0	-0.7	1.8	-4	3	-1.1	-3	-0.1	1.3	6
CCCCn1c(N)c(N(CCOC)C(=O)CSc2n[nH]c(-c3ccc(C)cc3)n2)c(=O)[nH]c1=O	-1.1	-1	-0.8	0.1	1	2	3.5	-4	-0.2	-0.7	1
Cc1ccc2nc(-c3ccc4c(c3)OCCO4)cn2c1	-5.5	-9	-2.5	-11	i	-2	-9.5	-5	-2.6	-12	-6
Cc1ccc(S(=O)(=O)NCC(=O)NCC2CCCCC2)cc1C	-0.4	-2	-1.1	0.1	-3	0	-1.8	2	0.1	-4.0	-24
COc1cccc(NC(=O)COC(=O)c2ccc(C)c(S(=O)(=O)N3CCCCC3)c2)c1	-1.3	-3	-1.3	-1.8	4	5	-0.4	2	-2.9	-0.4	-27
CC12CC3CC(C)(C1)CC(C(=O)N1CCN(C(=O)c4ccco4)CC1)(C3)C2	-0.3	-2	-1.3	0.4	-5	-1	-0.3	1	1.4	-1.8	2
CN1CCC(N(C)S(=O)(=O)c2ccc(NC(=O)COc3cccc(Cl)c3)cc2)CC1	-0.2	-2	-0.8	0.3	-2	-19	1.7	-15	0.2	-2.6	-26
COc1ccccc1NC(=O)CN(Cc1ccco1)C(=O)c1cc(Cl)c(OC)c(OC)c1	-2.6	-1	-0.8	0.4	0	-13	1.2	-6	0.3	1.8	-10
O=C1NC[C@@H](CCCCN2CCN(CC3CCCCC3)C(=O)C2=O)N(Cc2ccccc2)C1=O	0.5	0	-1.5	.	-15	-2	.	0	0.0	-2.9	3
CC(=O)C1=C(O)C(=O)N(c2ccc(C(=O)O)cc2)C1c1ccccc1 (stereo not given)	-0.7	0	-0.9	-2.1	-37	1	-0.5	3	0.2	0.8	-2
COc1cc(OC)cc(C(=O)N/N=C(\C)CC(=O)Nc2ccccn2)c1	0.9	1	-0.8	-1.9	-89	3	0.1	0	-0.2	0.0	-1
CCC(C)NC(=O)CCNS(=O)(=O)c1ccc(Br)cc1 (stereo not given)	-1.3	-3	-1.2	-0.3	-9	2	1.4	-2	-0.1	-0.2	4
Cn1nnc(NC(=S)NC(=O)c2ccco2)n1	1.2	-2	-0.4	3.1	-4	1	0.3	2	0.1	0.1	6
c1ccc(C2OC3c4cccc5cccc(c45)C3N2c2ccccc2)cc1 (stereo not given)	4.5	3	-0.9	0.7	-33	-7	1.3	1	-0.6	0.9	-28
C/C=C/c1ccccc1OCc1ccc(C(=O)O)o1	-0.2	1	-1.2	1.3	-1	1	0.7	2	-0.1	4.4	-6
SMILES	hcDAF12 agonist	SMARCA2 act	ssDAF-12 act	FXN GAA850 act	ADAM10 inh	GC-A act	DAX1 inh-1	NPR2 activator	DAX1 inh-2	hgDAF12 agonist	sPLA2-III inh
O=C(CNc1cccc(C(F)(F)F)c1)Nc1cccc(S(=O)(=O)N2CCCC2)c1	0.0	0	-1.5	0.2	8	2	-0.5	-2	-2.3	-4.3	-12
CCC(NS(=O)(=O)c1ccc(C)cc1)C(=O)N1CCOCCOCCOCCOCC1 (stereo not given)	-0.4	-1	-0.8	0.4	-4	4	0.3	5	-0.2	-0.3	12
CCOc1cc(C)nc(N2CCC(C(=O)NC3CC3)CC2)n1	2.0	-1	-1.0	0.2	-9	1	0.9	2	-0.1	4.5	14
c1ccc(Cc2nnc3sc(Nc4ccccc4)nn23)cc1	-2.3	-2	-2.0	0.6	-6	15	-0.3	12	-0.4	-0.8	9
C=CCNC1=C(Cl)C(=O)N(c2ccccc2Cl)C1=O	-2.1	-3	-1.4	0.4	-10	2	2.1	3	0.0	0.0	8
CCOC(=O)[C@]12CCC=C1N(Cc1cccc3ccccc13)C(=O)[C@H](CC(=O)NCc1cccs1)C2	-1.2	-4	-0.2	.	13	-7	.	5	0.3	1.5	-10
CCC1(C)CC(CC(=O)O)(c2ccccc2OC)CCO1 (stereo not given)	0.0	-1	-1.1	-0.1	-7	-1	2.6	5	-0.3	-0.5	0
C=CCn1cccc(C(=O)Nc2cc(OC)c(OC)c(OC)c2)c1=O	-2.3	-3	-1.6	2.8	6	-2	.	0	-0.8	-2.1	2
O=C(NNC(=O)c1cc2ccccc2cc1O)c1cccs1	2.1	1	-0.5	1.5	-10	4	1.3	-6	0.7	10	14
Cc1ncc(CN2CCCC(C(=O)Nc3ccc(-c4cccc(F)c4)cc3)C2)s1 (stereo not given)	-4.2	-5	-1.3	0.6	7	0	-0.3	2	-3.5	-4.5	-11

Screening results as filed in PubChem BioAssay.
